Assay outcomes from PubChem BioAssay.
WT yeast gro inh: growth inhibition of WT yeast, mitochondrial fusion screen. mitochondrial fusion phenotypic screen, WT strain. inhibition, % at 10 µM. actives 2.1% (n = 190,000); in the data active = inhibition above about 58%; tested in S. cerevisiae
Myeloid diff MLP: myeloid differentiation induction; calls only at 10 µM; actives 1% (n = 360,000); ER-HoxA9 myeloid progenitors, lysozyme-GFP differentiation, flow cytometry;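 active = normalized GFP-positive differentiation at or above the plate's own cutoff, the solvent-only control mean plus 3 SD; inconclusive = no clear call, values can overlap the other calls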;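 note: cells exposed to compound for four days before flow analysis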
PMI inhibitors: MPI enzyme activity inhibition – biochemical, fluorescence intensity, coupled assay, primary screen (AID 1209) | purified PMI enzyme, coupled fluorescence intensity; higher % means a stronger effect | inhibition, % at 20 µM, or IC50 in µM where a hit was titrated | actives 0.42% (n = 190,000);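 note: plate controls were DMSO vehicle for no effect and wells lacking substrate for full effect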
human PMI inhibitors: MPI inhibition at elevated mannose 6-phosphate – biochemical, fluorescence intensity, high mannose 6-phosphate, primary screen (AID 1220); recombinant PMI enzyme, coupled fluorescence intensity; higher % means a stronger effect; inhibition, % at 20 µM; hits with a dose series show IC50 in µM; actives 0.66% (n = 190,000)
TNAP activation fold: stimulation of alkaline phosphatase TNAP activity – biochemical, luminescent, no phosphate acceptor, uHTS, primary screen (AID 1001) | purified TNAP, luminescent activation assay, no phosphate acceptor; higher activation fold means a stronger effect | one-dose activation fold at 20 µM; EC50 in µM for titrated hits | actives 0.03% (n = 200,000); in the data active = activation fold from about 3, or a potency from the dose series; inactive = the rest, 99 in 100 with activation fold below about 1.6; note: many of its hits are not listed in these tables
Hep lipid drop: modulators of hepatic lipid droplet formation. AML12 mouse hepatocytes, oleate lipid droplets, BODIPY imaging. inhibition, % at 6.5 µM. actives 0.4% (n = 240,000);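 active = lipid droplet intensity inhibited by at least 50%, with more than 500 cells counted; inconclusive = wells with under 300 cells, treated as cytotoxic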
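Assay system: AML12 hepatocytes (mouse) / Also added: 100 µM oleic acid challenge / Times: overnight treatment with compound plus oleate / Detection: high-content imaging of BODIPY-stained droplets and DAPI nuclei / Evaluation: % inhibition of lipid droplet signal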
ER stress rescue: rescue of cells from ER stress-induced death, primary screen, 384-well, CSM14.1, thapsigargin, ATP luminescence (AID 1222); CSM14.1 thapsigargin-induced death rescue, ATP luminescence; higher % means a stronger effect; one-dose cellular ATP content (survival), % at 20 µM; EC50 in µM for titrated hits; 190,000 tested, under 10 active;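 active = EC50 below 50 µM in the dose-response confirmation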;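 note: death triggered by thapsigargin at about 15 µM added after 2 h compound pretreatment; cell ATP read after overnight thapsigargin exposure of roughly 18 to 22 hours; normalized against plate controls of thapsigargin alone and 5% DMSO vehicle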
K1F lysis inhibition: protection from phage-mediated lysis, alamar blue read-out – E. coli UTI89, K1F phage, bacterial capsule biogenesis inhibitors (AID 488966) | E. coli UTI89 K1F phage lysis, alamar blue, 2 h; higher % means a stronger effect | one-dose inhibition, % at 100 µM; IC50 in µM for titrated hits | actives 0.02% (n = 340,000);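 active = phage lysis inhibition, versus mean bacterial control, above a set limit; inconclusive = no clear call, values can overlap the other calls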;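 note: capsule biogenesis inhibitors block K1F phage lysis so surviving cells raise fluorescence; higher fluorescence means more inhibition of phage lysis; actives were called in the ten point dose series up to 300 µM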
P. falciparum M1AAP: malaria alanyl aminopeptidase activity blockers – biochemical, fluorogenic H-Leu-NHMec substrate, 1536-well (AID 1445); recombinant M1AAP, H-Leu-NHMec fluorogenic kinetic assay; higher % means a stronger effect; inhibition, % at 30 µM; hits with a dose series show IC50 in µM; actives 0.42% (n = 220,000);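 active = primary inhibition above the hit cutoff, then over 50% inhibition at one or more dose response concentrations, cut at about 23% in these data, passing the limit was not always enough; inconclusive = conflicting primary data, or primary hits not chosen for dose response; inactive = low primary inhibition, or under 50% at every dose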;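 note: plate controls were DMSO full reaction for no effect and no enzyme background for full effect; strong numbers were not always called active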
WT yeast gro inh mutant strain: also measured in WT yeast gro inh; calls as there; inhibition, %; mitochondrial fusion phenotypic screen, mutant strain inhibition
Hep lipid drop cells 6.5 µM: also measured in Hep lipid drop; calls as there; cell count; measured here: cell count, cytotoxicity flag;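 cells counted across two imaged fields per well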
Myeloid diff MLP GFP+ MAC1+ %: recorded beside Myeloid diff MLP, whose call it bears; GFP+ MAC1+ double positive, %; measured here: differentiation confirmed by MAC1 staining
Active calls of the source: *; i = inactive; ? = inconclusive; / = not tested or not shown; [ ] = dose if it differs, or a comment. Cut-off read from the data, not from the text of the source, unless noted: active = inhibition above about 50%; inactive = the rest.

mol	WT yeast gro inh	WT yeast gro inh mutant strain	Myeloid diff MLP	Myeloid diff MLP GFP+ MAC1+ %	PMI inhibitors	human PMI inhibitors	TNAP activation fold	Hep lipid drop	Hep lipid drop cells 6.5 µM	ER stress rescue	K1F lysis inhibition	P. falciparum M1AAP
Cc1cc(OCc2nn[nH]n2)c2c(C)c(CC(=O)O)c(=O)oc2c1	-8.3	-2.3	i	1.7	-2.6%	-4.7%	1.2	/	/	2.0%	0.5%	0.2%
COc1ccc(Cc2nnc(Nc3ccc(Cl)cc3)[nH]c2=O)cc1	/	/	i	0.5	/	/	/	-1.1	752	/	0.3%	-7.0%
Cc1cc(C)c2oc(C(=O)N(Cc3ccccc3)c3ccccn3)cc(=O)c2c1	/	/	i	0.2	/	/	/	10.3	690	/	-1.6%	3.3%
Cc1cc(Oc2ccc(-c3nnc(-c4ccccc4)o3)cc2[N+](=O)[O-])ccc1Cl	4.0	-4.5	i	0.5	3.7%	-2.5%	1.1	9.4	661	0.3%	-0.5%	-5.8%
COc1ccc(OC)c(-c2cc(C(=O)NCc3ccco3)no2)c1	3.1	1.4	i	9.0	6.7%	-5.8%	1.2	/	/	-0.7%	6.5%	-0.3%
Cc1ccc(SCC(=O)NCCSC(C)(C)C)cc1	-7.0	-5.3	i	0.2	0.8%	3.6%	1.2	1.0	765	-3.4%	0.3%	4.8%
Nc1cc(=O)[nH]c(SCC(=O)Nc2cc(S(=O)(=O)N3CCOCC3)ccc2Cl)n1	-23.1	9.0	i	0.3	1.4%	0.7%	1	-4.4	632	-1.2%	0.1%	10.2%
O=C(CNC1CCCCC1)Nc1cc(S(=O)(=O)N2CCOCC2)ccc1Cl	-7.1	1.6	i	0.0	7.6%	5.2%	1	-2.6	694	-1.0%	0.3%	0.7%
CC(C)(C)S(=O)(=O)c1cnc(-c2ccc(Cl)cc2)nc1N	/	/	i	0.3	/	/	/	-2.1	747	/	-1.2%	-1.1%
CCc1ccccc1-n1c(SCC(=O)N2CCCC2)nc2[nH]ncc2c1=O	-7.6	2.4	i	0.2	-0.7%	1.4%	1	4.8	733	-1.1%	0.3%	-2.1%
COc1ccc(NC(=S)N(Cc2ccc(N(C)C)cc2)Cc2ccco2)cc1	11.1	-10.3	i	0.8	5.4%	8.1%	1	-13.9	551	-2.5%	0.5%[50 µM]	2.3%
COc1ccccc1CNC(=O)CSc1nn2c(=O)c(C(C)(C)C)nnc2s1	15.3	-3.9	i	0.3	4.7%	5.4%	1	11.7	722	-0.1%	0.4%	-1.9%
Cc1ccc(OCC(=O)Nc2ccc(N3CCN(S(C)(=O)=O)CC3)cc2)cc1	-1.5	-14.9	i	0.2	-5.8%	-6.8%	1.1	-5.4	668	0.4%	0.1%	-3.3%
CCCn1c(O)c(N=NC(=O)c2cccnc2)c2cc(Br)ccc21	/	/	i	0.2	/	/	/	7.4	725	/	0.1%	-4.9%
CCOc1cc(C(=O)N/N=C/c2ccsc2)cc(OCC)c1OCC	-14.8	-1.6	i	1.0	-5.8%	-5.1%	1.1	1.8	605	-1.6%	3.5%	3.7%
CC(=O)Nc1ccc(N2C(=O)CC(N3CCSCC3)C2=O)cc1 (stereo unspecified)	5.8	4.4	i	0.1	-8.5%	-3.2%	1	1.6	737	0.0%	0.5%	-0.7%
Cc1csc(NC(=O)CSc2nnc(NC(=O)C3CC(=O)N(c4ccccc4)C3)s2)n1 (stereo unspecified)	5.2	3.2	i	1.9	-6.4%	-6.2%	0.9	7.6	578	0.6%	1.6%[50 µM]	4.0%
O=C(Nc1ccc(N2CCOCC2)cc1)c1ccc([N+](=O)[O-])cc1	-9.8	-8.5	i	0.1	8.9%	11.4%	1.1	6.5	727	0.3%	0.6%	12.8%
O=C(CCc1ccccc1)NNC(=S)Nc1ccc(F)cc1	3.2	2.2	i	0.2	-0.5%	0.3%	1.8	6.0	673	-2.0%	0.1%	-10.6%
CC(=O)C1=C(O)C(=O)N(Cc2cccnc2)C1c1ccccc1 (stereo unspecified)	8.1	-8.1	i	1.4	-31.1%	-32.9%	1.1	2.8	691	2.1%	0.1%	-6.1%
CC1(C)CC(=O)/C(=C(\O)CCCN2C(=O)c3ccccc3C2=O)C(=NCCO)C1	-2.7	2.1	i	0.1	7.5%	7.2%	1	0.3	687	-1.1%	0.1%	7.3%
CC(C)(Oc1ccc(Cl)cc1)C(=O)OCn1nnc2ccccc2c1=O	0.6	16.1	i	1.1	15.4%	16.0%	0.9	-6.0	686	-0.7%	1.4%	12.0%
Cc1cc(NC(=S)Nc2cccc3ccccc23)n[nH]1	24.4	14.8	i	0.3	32.4%	34.2%	1.6	2.4	630	0.9%	0.3%	6.0%
Cc1cc(NC(=O)Cn2nc([N+](=O)[O-])c(Br)c2C)no1	-4.4	-5.2	i	0.2	10.4%	10.7%	1	0.8	671	-0.2%	-0.1%	6.5%
CCCCOc1ccc(C(=O)N/C(=C\c2cccc([N+](=O)[O-])c2)C(=O)OC(C)C)cc1	9.8	-8.2	i	0.5	10.2%	11.0%	1.1	/	/	0.6%	-0.3%	4.6%
Cc1cc(C)c(NS(=O)(=O)c2ccc(NC(=O)/C=C/C(=O)O)cc2)c(C)c1	-2.5	-9.7	/	/	-23.0%	-17.8%	1.1	1.4	670	0.7%	/	-0.6%
Cc1cccc(Cn2ncc(Cl)c(Cl)c2=O)c1	11.9	6.7	i	6.8	0.7%	-0.7%	1.1	/	/	2.0%	-0.1%	6.6%
Cc1cc(NC(=O)CN2C(=O)NC(Cc3ccccc3)C2=O)no1 (stereo unspecified)	-5.0	5.0	i	0.8	2.2%	-24.3%	1.2	4.1	729	-0.5%	0.2%	11.7%
COC(=O)c1ccc(C)c(NC(=O)CCc2ccc(OC)cc2)c1	-0.7	-20.3	i	0.3	11.9%	1.6%	1	-28.6	659	-2.0%	0.5%[50 µM]	5.8%
CCC(=O)c1cc(F)c(N2CCN(S(=O)(=O)c3ccc(C)cc3)CC2)cc1C	10.2	-11.7	i	5.9	11.9%	15.0%	1.1	/	/	6.1%	3.6%	0.6%
CCn1c(=O)cc(OCC(=O)N(C)C2CCCCC2)c2ccccc21	5.4	11.1	i	0.5	4.7%	0.7%	1.1	6.4	771	-1.2%	0.1%	-0.6%
O=C(CC12CC3CC(C1)CC(CC(=O)N1CCCC1)(C3)C2)N1CCCC1	14.9	8.6	i	4.5	-0.5%	6.0%	1.1	/	/	-0.3%	-0.7%	5.8%
FC(F)(F)c1cccc(/C=N/NC(=S)NC2CCCCC2)c1	13.3	-14.1	i	0.3	-5.9%	-4.0%	1.1	4.4	644	-0.6%	0.3%	-2.6%
Cc1cc(C(=O)CSc2nc3ccccc3n2CCC#N)c(C)n1Cc1cccs1	3.4	5.4	i	0.9	8.3%	3.6%	1.1	-33.9	694	-2.8%	0.0%	-0.1%
CCOc1cc(C(c2c(C)[nH][nH]c2=O)c2c(C)[nH][nH]c2=O)ccc1OC(=O)c1cccc([N+](=O)[O-])c1	28.9	13.4	i	0.8	28.7%	19.7%	1.4	8.1	767	0.8%	1.2%	-5.2%
COc1ccc(S(=O)(=O)N2CCCC2)cc1C(=O)N1CCOCC1	5.2	-3.3	i	0.4	-8.3%	-0.7%	1	-8.5	713	-1.1%	0.1%	4.3%
Cc1ccc(-c2nnc(N(C)C(=O)c3ccncc3)s2)cn1	-0.5	15.6	?	/	-3.2%	-0.7%	1.1	/	/	-0.4%	-1.3%	6.0%
Clc1ccc(-c2nc3n(n2)Cc2ccccc2-3)cc1	5.2	4.8	i	1.4	-5.6%	-0.5%	1	-4.4	753	-9.1%	-0.4%	1.0%
CCc1nnc(NS(=O)(=O)c2ccc(N/C=C\C(=O)c3ccc(C)cc3)cc2)s1	-15.7	-4.6	i	0.3	-3.3%	-6.1%	1	/	/	-1.4%	-0.1%	11.7%
CC(=O)c1c(N2CCCCC2)nc(=S)n(Cc2ccccc2)c1C	19.1	27.9	i	0.9	-10.2%	-5.2%	1	/	/	-2.2%	0.2%	6.6%
CCCCN(CCCC)Cc1ccc(C(=O)NN)o1	-7.7	9.4	i	0.6	-2.4%	-0.4%	1.2	7.5	683	-4.7%	-0.2%	3.2%
CCOC(=O)c1ccccc1-c1csc(N)n1	3.4	-2.8	i	0.9	0.9%	12.9%	1.1	3.1	684	-1.6%	-1.5%	4.6%
COc1ccccc1OCCn1cc(/C=C(\C#N)C(=O)NCc2ccco2)c2ccccc21	-5.8	11.2	i	1.1	22.2%	13.7%	1.2	-0.5	665	-1.2%	5.4%	2.1%
O=C(NCCNc1nccc(C(F)(F)F)n1)c1cccc(C(F)(F)F)c1	/	/	i	1.1	/	/	/	-23.2	725	/	3.3%	1.7%
CC(C)(C)OC(=O)NC(Cc1ccccc1)C(=O)O (stereo unspecified)	/	/	i	0.4	/	/	/	8.1	741	/	-0.2%	-1.2%
